# E-sel inducer: E-selectin induction in HUVECs, primary screen, imaging, HUVEC, immunofluorescence imaging, single point; actives 0.37% (n = 260,000); normalized: neutral wells 0, TNF-alpha wells 100; P16581; activation, % at 7.58 µM;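 active means mean E-selectin-positive cell signal at least 10% of the positive control, reached in at least 60% of replicates, without over 20% cell loss; inconclusive means no rule given, readout overlaps actives, possibly toxicity-flagged; inactive means the rest, including those meeting only one limit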;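 further: in these data hits start at about 27%; measured in HUVEC primary endothelial cells; signal is the percent of cells scored E-selectin positive by PE staining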
#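 assay system = HUVEC, human umbilical vein endothelial cells | input = 3,000 HUVEC seeded per well | medium = EGM-2 growth medium on 0.1% gelatin-coated wells | dosing = one compound dose added by pin transfer | signal = immunofluorescence imaging | read-out basis = % PE-positive cells | control set = TNF-alpha, DMSO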
# miR-122 sensor: miR-122 Renilla sensor signal increase in Huh7, primary screen, miR-122 inhibitor project, cell-based, single point, plate reader | Huh7 miR-122 Renilla luciferase sensor, 48 h; neutral wells = 0, positive control = 100 | activation (reporter increase), % at 12.5 µM | actives 0.3% (n = 340,000) | AID 602342, 2012;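 active means mean replicate activation score at least 90 and every replicate individually at or above 90; inconclusive means only one of the two criteria met; inactive means neither criterion met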;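 further: higher luciferase means less miR-122 activity so hits act as miR-122 inhibitors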
# ERAP1 inh: human ERAP1 aminopeptidase inhibitors, primary screen, biochemical, single point, plate reader; Endoplasmic reticulum aminopeptidase 1 (Homo sapiens), Q9NZ08; recombinant ERAP1, Leu-AMC fluorescence, 60 min; inhibition, % at 10.7 µM; actives 0.15% (n = 340,000); AID 652197, 2013;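 active means mean replicate inhibition of at least 30%, or all replicates individually reaching that 30% level; inactive means mean below 30% and not every replicate reaching it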;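 further: 0% = neutral control wells and 100% = L-leucinethiol positive control wells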
# Target sequence (Q9NZ08 whole entry, looked up): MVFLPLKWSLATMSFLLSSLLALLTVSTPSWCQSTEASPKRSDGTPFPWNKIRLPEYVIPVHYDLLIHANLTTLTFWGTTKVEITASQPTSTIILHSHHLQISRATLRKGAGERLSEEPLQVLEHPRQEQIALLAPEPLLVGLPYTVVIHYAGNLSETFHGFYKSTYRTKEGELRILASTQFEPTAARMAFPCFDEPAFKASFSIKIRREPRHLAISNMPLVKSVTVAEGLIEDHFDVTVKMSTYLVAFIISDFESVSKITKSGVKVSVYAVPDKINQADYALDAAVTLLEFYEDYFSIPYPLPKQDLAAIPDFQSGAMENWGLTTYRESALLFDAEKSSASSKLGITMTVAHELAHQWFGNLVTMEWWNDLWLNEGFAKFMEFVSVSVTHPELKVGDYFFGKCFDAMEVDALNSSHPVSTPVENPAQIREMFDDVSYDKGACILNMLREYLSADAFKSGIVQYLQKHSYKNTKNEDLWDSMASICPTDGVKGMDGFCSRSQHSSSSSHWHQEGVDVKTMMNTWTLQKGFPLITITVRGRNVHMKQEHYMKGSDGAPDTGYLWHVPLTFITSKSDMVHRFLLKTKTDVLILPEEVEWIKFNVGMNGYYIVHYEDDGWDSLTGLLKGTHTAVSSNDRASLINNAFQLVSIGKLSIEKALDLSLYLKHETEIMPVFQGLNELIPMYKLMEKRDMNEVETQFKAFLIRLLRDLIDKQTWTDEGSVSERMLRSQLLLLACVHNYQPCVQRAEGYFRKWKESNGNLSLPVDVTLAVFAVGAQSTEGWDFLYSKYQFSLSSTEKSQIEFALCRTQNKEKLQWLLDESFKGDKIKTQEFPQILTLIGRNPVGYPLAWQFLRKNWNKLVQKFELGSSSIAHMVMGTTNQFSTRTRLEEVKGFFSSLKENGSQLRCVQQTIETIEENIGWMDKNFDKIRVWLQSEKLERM
# Cneo AK release: Cryptococcus neoformans cell lysis inducers, primary screen, AK release luminescence, single concentration; actives 0.2% (n = 360,000); lysis activity, % at 15 µM; C. neoformans lysis, adenylate kinase release luminescence, 4 h; normalised: neutral wells 0, clomiphene wells 100; AID 651654, 2012;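 active means mean lysis activity across replicates of at least 80%, whatever share of replicates individually reach that level; inactive means mean lysis activity below 80%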
#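 Material – Cryptococcus neoformans yeast cells · Quantity – 5 × 10^6 yeast cells/mL · Buffer or medium – YPD medium · Compound – single dose · Timing – 4 h static compound exposure, 37 °C, read 1 h post-reagent · Signal – adenylate kinase release luminescence · Read-out basis – lysis from increased AK signal · Benchmarks – Clomiphene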
# RAD54 branch: inhibitors of human RAD54 branch migration, primary screen, biochemical, fluorescence, single point | DNA repair and recombination protein RAD54-like (Homo sapiens), Q92698 | RAD54 Holliday junction branch migration, FAM/BHQ fluorescence | inhibition, % at 10.4 µM | actives 0.14% (n = 360,000);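 active means mean normalized replicate activity at least 40 and at least half of replicates scoring 40 or more; inconclusive means only one of the two criteria met; inactive means mean below 40 and under half of replicates reaching 40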;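 further: 0% = median of neutral control wells and 100% = median of positive control wells; inhibitors cause a drop in the FAM fluorescence signal; in these data hits start at about 50%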
# PglD inh: C. jejuni PglD acetyltransferase inhibitors, primary screen, biochemical, DTNB colorimetric, single point; UDP-N-acetylbacillosamine N-acetyltransferase PglD (Campylobacter jejuni); purified PglD enzyme, DTNB colorimetric CoA detection; inhibition, % at 12.5 µM; actives 0.098% (n = 360,000); in the data active means inhibition above about 16%, passing the limit was not always enough; inconclusive means no clear call, values can overlap the other calls; further: strong numbers were not always called active
# PGC1a acetyl inh: inhibitors of PGC1a acetylation signal, primary screen, cell-based, U2OS, AlphaScreen, inhibitor mode | AlphaScreen anti-acetyl-lysine; with virally co-expressed GCN5 acetyltransferase | inhibition, % at 15.6 µM | actives 0.17% (n = 350,000) | AID 651687, 2012;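 active means every replicate shows inhibition of at least 40%; inconclusive means mean inhibition at least 40% but some replicate below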;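 further: 0% = neutral control wells and 100% = positive control wells; some results beyond the cut were filed as inactive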
# RAD52 inh: RAD52 DNA annealing inhibitors, primary screen, biochemical, FRET, single point, set 2. DNA repair protein RAD52 homolog (Homo sapiens), P43351. recombinant RAD52 DNA annealing, FRET fluorescence. inhibition, % at 18.7 µM. actives 0.46% (n = 360,000);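 active means every replicate showing at least 50% inhibition; inconclusive means mean inhibition at least 50% but not in every replicate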
# * marks the source's active call; other numbers are inactive results; ? = inconclusive; nt = not tested or not shown; [ ] = another dose, or the depositor's remark. Compounds as they come; about 1.4% have a hit in one of these screens.
SMILES,E-sel inducer,miR-122 sensor,ERAP1 inh,Cneo AK release,RAD54 branch,PglD inh,PGC1a acetyl inh,RAD52 inh
Cc1[nH]n(-c2ccccc2)c(=O)c1N=Nc1ccc(C#N)cc1,?,3,0,3,-20,-2,10,-11
COc1ccccc1NC(=O)C(CCS(C)(=O)=O)N1C(=O)c2ccccc2C1=O (configuration not stated),nt,1,nt,-1,12,4,-3,nt
O=C(NNS(=O)(=O)c1ccccc1[N+](=O)[O-])c1cccnc1,nt,1,0,nt,nt,nt,-3,-5
CO[C@@H]1CN(C)C(=O)c2ccc(NC(=O)Nc3ccccc3F)cc2OC[C@@H](C)N(C(C)=O)C[C@@H]1C,0.0,12[16.7 µM],1,55,8,0,-1,0
O=C(CNc1ccc2ccccc2c1)N/N=C/c1ccc([N+](=O)[O-])o1,nt,1,1,-1,-17,0,3,-16
COc1ccc(N2CCN(c3oc(-c4ccco4)nc3C#N)CC2)cc1,nt,-3,nt,-5,1,2,2,nt
COc1ccc2c(CC(=O)OCC(=O)N3CCc4ccccc43)coc2c1,nt,-3,nt,1,-11,1,3,nt
CCCCNC(=O)N1CCN(C(=O)c2ccco2)CC1,nt,-1,0,nt,nt,nt,-9,-2
COc1ccccc1NC(=O)N1CCCCN2[C@H](C1)[C@@H](c1ccc(C#CC3CCCC3)cc1)[C@@H]2CO,-0.6,-1[16.7 µM],1,1,-20,-1,-7,10
CC1(C)Oc2ccc(C(=O)NNC(=O)Nc3ccccc3)cc2NC1=O,0.2,nt,-6,-4,15,-7,nt,-15
C[C@@H]1CN([C@H](C)CO)C(=O)c2cc(NC(=O)Nc3cccc4ccccc34)ccc2O[C@@H](C)CCCCO[C@@H]1CN(C)S(=O)(=O)c1ccc(Cl)cc1,0.2,4[16.7 µM],-2,-4,2,1,13,8
CCOc1ccc(C(=O)NC(=S)Nc2cccc(S(=O)(=O)NC3=NCCC3)c2)cc1,0.6,nt,-2,nt,nt,nt,3,-9
CC(C)(C)c1[nH]nc2c1C(c1cccnc1)C(C#N)=C(N)O2 (configuration not stated),nt,nt,-2,0,4,3,21,-3
CSc1nnc(C)c(/C=C/Nc2ccc(F)cc2F)n1,nt,5,2,-2,5,-4,7,-27
O=C(Nc1cccc(C(=O)N2CCCCC2)c1)C1CC1,0.1,-1,nt,-4,3,3,nt,-10
OC[C@@H]1CN(Cc2cccs2)C[C@H](n2cnc3c(NCc4ccco4)ncnc32)O1,0.4,-15,-4,0,-2,5,nt,-11
O=C(N/N=C/c1ccc(OC(=O)c2cccc(Br)c2)cc1)c1cccnc1,nt,4,1,-3,-8,-2,26,-12
COc1ccccc1NS(=O)(=O)c1cc(N2Cc3ccccc3C2=N)ccc1N1CCOCC1,0.8,nt,2,nt,nt,nt,2,9
C[C@@H]1CN([C@@H](C)CO)C(=O)Cc2cc(NS(=O)(=O)c3ccc(F)cc3)ccc2O[C@@H]1CN(C)Cc1ccc2c(c1)OCO2,0.4,-2[16.7 µM],-3,1,-16,1,7,18
Cc1ccc(C(=O)NC(C)C2CC3CCC2C3)c(C)c1 (configuration not stated),3.2,-4,-2,-5,3,-2,-2,-15
CC1CCC2(CC1)NC(=O)N(CC(=O)c1ccc(CNC(=O)C(C)(C)C)s1)C2=O (configuration not stated),-1.2,-7,1,-1,11,2,-2,-12
CCOc1ccc(NC(=O)CCC(=O)c2ccc(F)cc2)cc1,nt,1,1,-2,0,-1,-6,-6
COc1cc(C2C3=C(CC(C)(C)CC3=O)NC3=C2C(=O)c2ccccc23)ccc1O (configuration not stated),-0.2,1,2,3,-2,5,-2,8
C[C@@H]1CCCCO[C@H](CN(C)S(C)(=O)=O)[C@@H](C)CN([C@H](C)CO)C(=O)c2cc(NS(C)(=O)=O)ccc2O1,-0.1,0[16.7 µM],nt,1,-1,3,-1,nt
C[C@H]1COC(=O)[C@H](Cc2ccc(F)cc2)C/C=C\C[C@H](CC(=O)N(CCO)Cc2ccccc2)C(=O)N1,0.1,2,-1,0,3,-1,10,-18
CCN(CC(=O)Nc1ccc(NC(C)=O)cc1)C(=O)/C=C/c1cccs1,0.2,1,-2,1,-6,-8,-7,-9
COc1ccc(NC(=O)CSCc2ccccc2C)cc1,nt,4,nt,0,-2,1,3,nt
COc1ccc(OC)c(-c2csc(NC(=O)Cc3cc(OC)c(OC)c(OC)c3)n2)c1,nt,-12,0,-3,4,3,-9,-18
CCOc1ccccc1NC(=O)CSc1nnc(NC(=O)c2ccco2)s1,nt,10,1,1,-11,1,nt,-25
C[C@H]1CN([C@@H](C)CO)C(=O)c2cc(C#Cc3ccncc3)cnc2O[C@@H]1CN(C)CC1CCCCC1,0.0,-1[16.7 µM],4,0,3,1,-7,7
Cc1ccc(N=C2NC(=O)CC(C(=O)Nc3ccc4c(c3)OCO4)S2)cc1 (configuration not stated),-0.6,7,-3,2,-1,2,-2,-8
Cc1nn(-c2ccc(F)cc2)c2sc(C(=O)O)cc12,nt,1,3,-1,-3,1,9,-8
CCc1ccc(N(CC(=O)NC(C)(C)C)C(=O)CCC(=O)Nc2ccccn2)cc1,nt,nt,-4,2,-1,4,nt,-2
COc1cccc(NC(=O)c2cc(S(=O)(=O)N3CCc4ccccc43)cn2C)c1,-0.1,-3,2,2,0,4,-2,1
COc1ccc2c(c1)CCCO[C@]21O[C@H](CCO)C[C@H](O)[C@H]1O,-1.1,-2,2,8,-7,-5,16,-14
CCOC(=O)CC(NC(=O)Cn1nnc(-c2ccccc2Cl)n1)c1ccc(OC)cc1 (configuration not stated),0.6,-1,1,-1,0,0,4,-9
COc1ccc(C2C(C(=O)c3ccco3)=C(O)C(=O)N2CCN2CCOCC2)cc1 (configuration not stated),nt,0,5,-1,-7,-5,-3,-14
CO[C@@H](CN(C)Cc1cc(F)ccc1F)[C@@H](C)CN([C@H](C)CO)S(=O)(=O)c1ccc(C)cc1,-0.2,nt,-1,2,-2,1,-6,-13
CC(C)NC(=O)N(C)C[C@@H]1OCCCC[C@H](C)Oc2ccc(NC(=O)Cc3ccccc3)cc2C(=O)N([C@H](C)CO)C[C@@H]1C,-0.2,-8[16.7 µM],nt,-1,-4,-2,6,12
COC(=O)[C@H](C)NC(=O)Nc1cc(OC)ccc1OC,nt,-2,nt,-2,3,-2,3,nt
COCCn1c(Cc2ccccc2)nnc1SCC(=O)Nc1ccccc1,nt,5,-2,nt,nt,nt,0,0
NS(=O)(=O)c1ccc(NC(=O)CN2CCCCC2)cc1,nt,-1,nt,0,0,3,nt,nt
Cc1cccc(-c2ccc([C@@H]3[C@@H](CO)N4C(=O)CN(C(=O)Cc5ccccn5)C[C@H]34)cc2)c1,0.7,nt,3,nt,nt,nt,1,-29
C[C@H](CO)N1C[C@H](C)[C@@H](CN(C)S(=O)(=O)c2cccs2)Oc2c(NC(=O)Cc3ccccc3)cccc2C1=O,-0.1,3,-3,0,2,3,9,-4
O=C(Nc1nc2ccc(F)cc2s1)c1cccc(S(=O)(=O)N2CCc3ccccc32)c1,-0.9,2,4,1,-2,6,1,-32
NC(=S)N=Nc1c(O)n(Cc2ccccc2)c2ccccc12,nt,-2,1,0,0,-1,1,-15
CC(=O)Nc1ccc(SCC(=O)NC(=O)c2ccccc2Br)cc1,-0.4,-5,2,-2,-4,2,-4,-19
COc1ccc(C(C#N)CCC2OCCO2)cc1OC (configuration not stated),0.1,0,nt,0,4,-1,3,-18
O=C(C[C@H]1C[C@@H]2c3cc(NC(=O)Nc4ccc(C(F)(F)F)cc4)ccc3O[C@@H]2[C@H](CO)O1)NCc1ccc2c(c1)OCO2,2.1,2[16.7 µM],-1,-7,-6,1,2,2
N#Cc1cc(C#N)c(SCC(=O)N2CC(=O)Nc3ccccc32)nc1N,-0.4,-4,3,-2,6,2,6,-31

# Next part
SMILES,E-sel inducer,miR-122 sensor,ERAP1 inh,Cneo AK release,RAD54 branch,PglD inh,PGC1a acetyl inh,RAD52 inh
C[C@@H]1CN([C@@H](C)CO)C(=O)c2cc(NS(=O)(=O)c3cccs3)ccc2O[C@H]1CN(C)Cc1ccc2c(c1)OCO2,0.0,-5[16.7 µM],0,-1,3,3,-2,14
O=C(OCC(=O)N1CCN(C(=O)c2ccco2)CC1)c1ccccc1Cc1ccccc1,nt,-6,nt,3,11,2,-8,nt
O=C(OCCOc1ccc(Br)cc1)c1ccc(Cl)c(S(=O)(=O)N2CCOCC2)c1,0.5,-7,1,nt,nt,nt,nt,-11
COc1ccc([N+](=O)[O-])cc1NC(=O)CCS(=O)(=O)c1ccc(Br)cc1,-0.1,nt,-3,1,4,-7,nt,-9
CCOc1ccc(OCC(=O)Nc2ccc(N3CCCCC3)cc2)cc1,-0.4,nt,-2,-4,2,-2,8,-2
COC(=O)C[C@H]1CC[C@H]2[C@H](COc3ccc(NS(=O)(=O)c4ccc(F)cc4)cc3C(=O)N2C)O1,0.0,-37[16.7 µM],-1,-2,-2,-1,-1,-1
COc1ccc(Cl)cc1NC(=S)N(CCCN1CCOCC1)Cc1cn(C)c2ccccc12,nt,-7,nt,-3,7,-3,11,nt
CCCNC(=O)C[C@@H]1CC[C@@H]2[C@H](COc3ccc(NC(=O)NC(C)C)cc3C(=O)N2C)O1,0.3,37[16.7 µM],1,-1,-1,0,0,0
Cc1ccccc1NC(=O)Nc1ccccn1,nt,nt,-1,0,-4,-4,nt,21
Cc1ccc(-c2nnn(CC(=O)N(c3ccccc3F)C(C(=O)NC3CCCC3)c3ccncc3)n2)o1 (configuration not stated),nt,-3,-5,-1,-10,-2,-7,-8
CCCCc1cc(=O)oc2cc(C)cc(OCC(=O)NCCN3CCOCC3)c12,0.8,-11,-2,-2,13,nt,0,-12
O=C(NCC[C@@H]1CC[C@H](NS(=O)(=O)c2ccc(Cl)cc2)[C@H](CO)O1)c1ccccc1F,-1.8,nt,1,2,-13,2,4,3
CC(C)(C(N)=O)N1CCN(c2ncc(C(F)(F)F)cc2Cl)CC1,nt,1,nt,0,3,1,-4,nt
CC(=O)N1CCN(C(=O)c2oc3ccccc3c2C)CC1,-0.1,nt,3,-1,5,-10,nt,-12
O=C1COc2ccc(C(=O)CCl)cc2N1,0.1,-4,nt,2,-4,-2,2,-16
Cc1cc2c(cc1S(=O)(=O)Nc1cccc(F)c1C)NC(=O)CO2,nt,61,-1,10,1,1,-28,1
COCCn1c(SCC(=O)N2CCCC2)nc2c(c1=O)SCC2,0.1,-6,2,0,-2,0,-5,17
Cc1cc(C)c2c(n1)nn1c(N3CCN(c4ccccc4)CC3)cc(C)nc21,nt,0,nt,6,0,7,nt,nt

# From PubChem
